# Cycloheximide cs – counter-screen for Shiga toxin inhibitors: cycloheximide protein synthesis inhibition. cell reporter, cycloheximide protein synthesis inhibition counterscreen. max response, %. 300,000 compounds, 12% hits. AID 2314; in the data active means max response mostly above about 13%, no sharp cut-off; inactive means mostly below about 14%; further: read at 38.3 µM for the half of the compounds with a filed dose; 0% is about no effect
# Giardia FBPA inh – inhibitors of Giardia lamblia fructose-1,6-bisphosphate aldolase; A8B2U2; purified Giardia FBPA; Potency, µM (highest dose often 59.6 µM), inactives show at the top dose activity, negative = inhibition, actives largely listed as inhibitors; 290,000 compounds, 0.71% hits; AID 2451; further: potency means the concentration at half of the fitted maximal effect; on the % scale 0 is the no-effect control and ±100 the full control effect; nearly all actives have a fitted effect of over 55% in size
# Target sequence (A8B2U2 whole entry, looked up): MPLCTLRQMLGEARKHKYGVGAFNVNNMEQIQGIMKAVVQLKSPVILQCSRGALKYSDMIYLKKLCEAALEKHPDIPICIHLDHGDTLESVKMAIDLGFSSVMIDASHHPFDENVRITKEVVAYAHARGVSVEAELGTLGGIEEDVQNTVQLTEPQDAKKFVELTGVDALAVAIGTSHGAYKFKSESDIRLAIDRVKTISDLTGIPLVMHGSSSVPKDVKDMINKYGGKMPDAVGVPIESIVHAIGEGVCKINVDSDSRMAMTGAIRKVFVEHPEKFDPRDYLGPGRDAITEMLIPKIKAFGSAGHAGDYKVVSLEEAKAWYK
#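 40 nM FBPA preincubated 10 min at RT with compound (up to 57.5 uM final), then substrate plus GAPDH/TPI/NAD/arsenate coupling and diaphorase/resazurin added. Fluorescence read after 20 min at RT, 525/598 nm.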
# Shiga toxin inh – Shiga toxin inhibition. Vero cells, Shiga toxin protein synthesis inhibition reporter. inhibition, % at 38.7 µM. 290,000 compounds, 9.2% hits. AID 2315; in the data active means inhibition mostly above about 28%, no sharp cut-off; inactive means mostly below about 43%; further: 0% is about no effect
# Pf growth 96h – inhibits malaria parasite growth, 96 h; 320,000 compounds, 6.9% hits; P. falciparum luciferase reporter growth, 96 h; AID 504834; Potency, µM (series often up to 28.7 µM), for the others: at the top dose activity change, negative = inhibition, most hits filed as inhibitors; further: potency means the concentration at half of the fitted maximal effect; on the % scale 0 is the no-effect control and ±100 the full control effect
#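 Erythrocytes infected with luciferase-expressing P. falciparum were dispensed at 2% hematocrit and 0.05% parasitemia (final), then incubated with compounds 96 hours at 37 C in 5% CO2. Luminescence after detection reagent addition reported growth.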
# Pf growth 48h – inhibits P. falciparum growth in the first generation, 48 h. Potency, µM (series often up to 28.7 µM), for the others: top-dose activity change, negative = inhibition, hits mostly inhibitors. 310,000 compounds, 5.9% hits. AID 504832. P. falciparum luciferase growth in erythrocytes, 48 h; further: potency means the concentration at half of the fitted maximal effect; on the % scale 0 is the no-effect control and ±100 the full control effect
#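 A one-generation exposure of luciferase-tagged malaria parasites in RPMI 1640/Albumax erythrocyte culture, 37 C and 5% CO2. Inhibition is inferred from decreased luminescence after adding detection reagent.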
# HCV inh – HCV inhibition; AID 651820; Huh7.5.1 HCVcc-Cre infection, luciferase reporter, 44 h; 340,000 compounds, 3.4% hits; Potency, µM (series often up to 41.8 µM), for the others: top-dose activity change, negative = inhibition, hits mostly inhibitors; further: potency means the concentration at half of the fitted maximal effect; on the % scale 0 is the no-effect control and ±100 the full control effect
#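 A cell-based infection assay in which seeded cells (1,000 per well) receive test compound after 4 h, are inoculated with HCVcc-Cre at approximately 0.5 moi, and are incubated 44 h before luminescence detection.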
# * hit, by the source's call; ? = inconclusive; / = not tested or not shown; [ ] = another dose, or the depositor's remark. Unless noted, the call rests on the fitted dose curve; in most records, active means well fitted curve in the direction sought with a large enough effect; inconclusive means small, poorly fitted or top-dose-only effect, or another doubt; inactive means no such curve, though single readings can be large; an effect the other way counts as inactive or inconclusive. No enrichment for hits. About 24% of those tested had a hit in this group.
No.	structure	Cycloheximide cs	Giardia FBPA inh	Shiga toxin inh	Pf growth 96h	Pf growth 48h	HCV inh
1	Cc1cc2oc(=O)cc(CN3CCCc4ccccc43)c2cc1C	20.8	3.2%	27.9	/	?	?
2	CC(C)CN1C(=O)C(NC(=O)C2CC2)(C(F)(F)F)C2=C1CC(C)(C)CC2=O (stereo unspecified)	-1.9	-0.2%	-4.1	-3.2%	-12.1%	1.1%
3	Cc1cccc(NC(=S)Nc2ccccn2)c1C	-0.7	6.6%	-1.9	-25.0%	19.5%	1.8%
4	O=C(COC(=O)c1cccc(S(=O)(=O)N2CCOCC2)c1)Nc1ccc2c(c1)OCO2	-1.9	-2.1%	-3.5	?	16.2%	18.4%
5	COc1ccc(/C=N/Nc2nc(N3CCCCC3)nc(N3CCCCC3)n2)cc1[N+](=O)[O-]	-1.7	1.4%	-3.2	46.7%[activator]	?	3.55µM*
6	CCCCCC(=O)Nc1ccccc1N1CCN(c2ccccc2)CC1	4.6	-7.3%	24.4	0.2%	?	-27.7%
7	CN(C)c1ccc(CNc2ccc3c(c2)ncn3C(C)(C)C)cc1	27.9*	8.9%	58.3*	17.5%	12.9%	?
8	CN1CCN(C(=O)Nc2cccc(-c3ccccc3)c2)CC1	1.4	9.3%	-2.2	50.1%[activator]	0.0%	7.7%

# An excerpt from above, showing only Pf growth 96h.
item | canonical_smiles | Pf growth 96h
3 | Cc1cccc(NC(=S)Nc2ccccn2)c1C | -25.0%
4 | O=C(COC(=O)c1cccc(S(=O)(=O)N2CCOCC2)c1)Nc1ccc2c(c1)OCO2 | ?
5 | COc1ccc(/C=N/Nc2nc(N3CCCCC3)nc(N3CCCCC3)n2)cc1[N+](=O)[O-] | 46.7%[activator]
6 | CCCCCC(=O)Nc1ccccc1N1CCN(c2ccccc2)CC1 | 0.2%
7 | CN(C)c1ccc(CNc2ccc3c(c2)ncn3C(C)(C)C)cc1 | 17.5%
8 | CN1CCN(C(=O)Nc2cccc(-c3ccccc3)c2)CC1 | 50.1%[activator]

# The list goes on:
No.	structure	Cycloheximide cs	Giardia FBPA inh	Shiga toxin inh	Pf growth 96h	Pf growth 48h	HCV inh
9	COc1ccc(S(=O)(=O)NCC(c2ccc3c(c2)OCO3)N2CCOCC2)cc1 (stereo unspecified)	/	/	/	50.5%[activator]	8.6%	23.5%
10	O=C(NCCNc1ccc([N+](=O)[O-])cc1C(F)(F)F)c1ccccc1	4.7	0.6%	-13.8	13.1µM*	?	5.2%
11	O=C(NCc1ccccc1)c1cnsn1	5.5	11.6%	-8.2	1.31µM*	-15.0%	14.9%
12	CCOC(=O)C1=C(O)/C(=C\c2cccc(OC)c2)N=C1C	-2.6	0.0%	23.2	?	?	21.1%
13	CCN1CCN(c2nc3c(c(=O)n(C)c(=O)n3C)n2CCSc2nccc(C)n2)CC1	-4.6	0.4%	-13.1	5.2%	4.1%	4.1%
14	CCOc1ccccc1N1C(=O)c2ccc(C(=O)O)cc2C1=O	-3.8	25.3%	-3.5	8.1%	3.6%	2.0%
15	COc1cc(C2=NOC(C(=O)Nc3cc(C)on3)C2)cc(OC)c1OC (stereo unspecified)	-1.3	2.0%	-8.6	4.4%	3.9%	-9.6%
16	COc1ccc(NC(=O)CCCC2=NS(=O)(=O)c3ccccc3N2)cc1	-1.2	5.2%	-8.6	?	15.6%	-4.4%[8.37 µM]
17	CCOC(=O)c1sc(N(C)C)nc1-c1ccccc1	-4.2	5.6%	-2.5	-20.4%	-1.2%	?
18	O=C1CCCN1CCCNc1ncnc2sccc12	-1.8	3.6%	-6.8	15.9%	4.0%	15.2%
19	Cn1sc(NC(=O)c2ccc(Cl)cc2)nc1=O	13.6*	-24.0%	32.5	265.9%[activator]	71.0%[activator]	6.8%
20	CC1Oc2ccccc2N(CC(=O)NCc2ccc3c(c2)OCO3)C1=O (stereo unspecified)	-2.5	0.3%	30.4	11.7µM*	34.6%[activator]	16.1%
21	Cc1cc(C)c(C)c(OCc2nc(-c3cccnc3)no2)c1	-2.3	4.3%	2.3	19.9%	-6.1%	-19.0%
22	Cc1cnc(NC(=O)C2CC=CCC2)s1 (stereo unspecified)	24.0*	-0.2%	45.1*	27.7%	58.9%[activator]	5.4%
23	Cc1ccc(-c2nn(-c3ccccc3)c3[nH]c(=O)c(CNCc4ccccc4)cc23)cc1	-1.1	3.6%	-2.9	-17.5%	1.04µM*	?
24	CCC(=O)c1ccc(N2CCCCCC2)c(F)c1	35.0*	16.9%	54.1*	-20.0%	59.2%[activator]	-12.0%

# Overlap with the part before: three entries, then new ones.
No.	structure	Cycloheximide cs	Giardia FBPA inh	Shiga toxin inh	Pf growth 96h	Pf growth 48h	HCV inh
22	Cc1cnc(NC(=O)C2CC=CCC2)s1 (stereo unspecified)	24.0*	-0.2%	45.1*	27.7%	58.9%[activator]	5.4%
23	Cc1ccc(-c2nn(-c3ccccc3)c3[nH]c(=O)c(CNCc4ccccc4)cc23)cc1	-1.1	3.6%	-2.9	-17.5%	1.04µM*	?
24	CCC(=O)c1ccc(N2CCCCCC2)c(F)c1	35.0*	16.9%	54.1*	-20.0%	59.2%[activator]	-12.0%
25	CN(CC(=O)Nc1ccccc1N1CCOCC1)CC(=O)Nc1ccc(F)c(F)c1F	5.1	-2.4%	-13.1	-20.3%	?	-29.0%
26	CCCc1ccc(OCc2ccc(C(=O)Nc3cccc(C)n3)o2)c(OC)c1	-3.4	2.4%	0.3	?	?	?
27	Cc1c(NC2(c3nnnn3-c3ccc(Br)cc3)CCCCC2)c(=O)n(-c2ccccc2)n1C	-3.2	6.6%	15.6	?	?	18.8%
28	COc1ccc(N2CCN(C(=O)c3cc(N4C(=O)C5C6CCC(C6)C5C4=O)ccc3Cl)CC2)cc1 (stereo unspecified)	6.2	5.9%	3.1	12.0%	0.7%	5.8%
29	CN(Cc1ccccc1)C(=O)C1CCCN(Cc2ccc(Cl)cc2)C1 (stereo unspecified)	1.3	/	8.4	-2.8%	-5.1%	1.41µM*
30	O=C(CSCc1nc2ccccc2[nH]1)Nc1ccc(Oc2ccccc2)cc1	-1.5	8.9%	-9.3	245.2%[activator]	4.4%	-12.4%
31	CCCNC(=O)N1CCN(c2nc(C(C)C)c3c(c2C#N)CC(C)(C)OC3)CC1	-6.5	0.4%	-9.4	-2.6%	/	?
32	O=C(COc1ccccc1Cl)NCCCN1CCOCC1	0.3	3.7%	-7.1	-22.9%	7.4%	15.8%
33	CCn1c(=O)c(=O)[nH]c2cc(C(=O)NC3CCCC3)ccc21	-2.4	0.5%	-13.1	17.8%	-4.0%	9.2%
34	Cc1cc(-c2nn(-c3ccccc3F)cc2CN2CCCC(CO)C2)c(C)s1 (stereo unspecified)	10.3	-9.8%	-6.3	2.33µM*	22.0%	?
35	CC(NC(=O)c1ccc(Cl)cc1)c1nnc(SCC(=O)NC2=NCCS2)n1C (stereo unspecified)	-1.2	-9.2%	-5.9	?	3.6%	4.6%
36	Cc1ccc(OC/C(=N\O)C(C)(C)C)c([N+](=O)[O-])c1	34.0*	-7.7%	75.1*	121.5%[activator]	/	-5.4%
37	Clc1ccccc1CN1CCSCC1	-1.8	?	/	0.0%	-13.8%	12.0%
38	COC(=O)CSc1nc2cc(C)ccc2cc1C#N	46.4*	2.2%	108.2*	11.5%	119.7%[activator]	-16.8%
39	COc1ccc(CNC(=O)c2cc(C)nc3ccccc23)cc1OC	8.2	2.6%	-20.3	-10.3%	0.0%	11.1%
40	CN(C)N1C(=O)CC(N2CCCC2)C1=O (stereo unspecified)	-2.4	-6.3%	14.3	?	2.4%	6.3%

# Random excerpt: two records from the list.
No.	structure	Cycloheximide cs	Giardia FBPA inh	Shiga toxin inh	Pf growth 96h	Pf growth 48h	HCV inh
11	O=C(NCc1ccccc1)c1cnsn1	5.5	11.6%	-8.2	1.31µM*	-15.0%	14.9%
22	Cc1cnc(NC(=O)C2CC=CCC2)s1 (stereo unspecified)	24.0*	-0.2%	45.1*	27.7%	58.9%[activator]	5.4%

# The results go on:
No.	structure	Cycloheximide cs	Giardia FBPA inh	Shiga toxin inh	Pf growth 96h	Pf growth 48h	HCV inh
41	CCCn1c(=O)c2ccccc2n2c(SCC(=O)/C(C#N)=C(\C)N)nnc12	16.7	0.8%	2.2	?	27.7%	6.3%
42	CC(C)c1ccc(Nc2ncccc2C#N)cc1	43.2*	3.8%	52.3*	237.2%[activator]	109.3%[activator]	3.6%
43	O=C(Nc1ccc(-c2nnc3n2CCCCC3)cc1)c1cc2ccccc2o1	-3.2	5.0%	11.4	?	?	6.5%
44	O=C1CC(c2ccco2)CC2=C1C=Nc1ccccc1N2 (stereo unspecified)	21.0	0.2%	19.1	/	0.5%	7.8%
45	Cc1ccc(NC(=O)[C@@H]2CCCN2C(=O)[C@@H]2Cc3ccccc3CN2)c(C)c1	2.1	-8.7%	28.8	60.1%[activator]	-13.8%	-1.8%
46	COc1ccc(C)c2sc(=NC(=O)c3ccc(C(C)=O)cc3)n(C)c12	38.0*	0.3%	66.7*	340.0%[activator]	274.1%[activator]	?
47	CCn1cc(C(=O)NCCCN2CCC(C)CC2)c(=O)c2cc(S(=O)(=O)N(C)C3CCCCC3)ccc21	-4.1	/	-6.1	?	?	?
48	COc1cc(OC)cc(C(=O)NC(=S)Nc2ccc(N3CCCC3)cc2)c1	1.6	-14.1%	-9.4	5.7%	?	-10.8%
49	CC1CN(CC(O)COC2CCC(C(C)(C)C)CC2)CC(C)O1 (stereo unspecified)	3.9	-0.7%	-2.1	?	-23.1%	-6.9%
50	CCCCn1c(N)c(N(CC)C(=O)C2CCCC2)c(=O)[nH]c1=O	/	/	/	15.4%	-27.1%	6.2%
51	COc1ccc2[nH]c3nc(SC(C)C)nnc3c2c1	67.5*	-6.0%	105.4*	5.22µM*	405.0%[activator]	-18.9%
52	CC(NC(=O)c1cc(S(=O)(=O)N(C)C)ccc1Cl)c1ccc(-n2ccnc2)cc1 (stereo unspecified)	-3.9	/	-31.6	-20.1%	-15.2%	-3.7%
53	Cc1ccc(-n2nc(C(=O)O)c3ccccc3c2=O)cc1C	12.5	4.0%	19.0	/	3.0%	-27.5%
54	CC(C)NC(=O)COC(=O)c1ccc(NS(=O)(=O)c2ccc3c(c2)OCCO3)cc1	-4.5	22.3%	-14.6	-30.0%	/	4.0%
55	CCOC(=O)NC(NC(=S)Nc1ccc(OCC)cc1)C(Cl)(Cl)Cl (stereo unspecified)	-3.6	7.9%	-7.1	11.7%	13.0%	-2.9%
56	Cc1ccc(C)c(N2CCN(C(=O)CCS(=O)(=O)c3ccc4c(c3)CCN4C(=O)C3CC3)CC2)c1	-3.4	/	-0.7	39.8%[activator]	?	?
57	Cn1cccc1C(=O)c1cccc([N+](=O)[O-])c1	-1.8	2.3%	2.0	-5.5%	7.9%	9.1%
58	Nc1nc(-c2ccc(Cl)cc2)c(N=Nc2ccc(S(=O)(=O)N3CCOCC3)cc2)s1	-0.7	2.2%	-6.8	?	-5.4%	11.2µM*
59	COc1ccccc1CNC(=O)CCN1C(=O)COc2ccc(C)cc21	-3.4	-1.8%	-13.7	5.7%	2.9%	-2.8%
60	CC1(C)Cc2nc3oc4c(=O)n(CC(=O)Nc5ccc(Cl)cc5)cnc4c3cc2CO1	2.3	-0.5%	10.3	?	?	8.3%
61	CCOC(=O)CC1C(=O)NCCN1Cc1cccc(OC)c1 (stereo unspecified)	-4.6	-16.9%	10.5	-28.0%	/	0.4%
62	COc1ccc(-n2nc(C(=O)NCC(=O)NCC3CCCO3)c3ccccc3c2=O)cc1Cl (stereo unspecified)	-3.4	-3.4%	-13.6	?	?	-10.0%
63	Fc1ccc(CNC(=S)NCc2ccccc2)cc1	-1.6	-0.8%	7.4	?	?	19.4%
64	CCc1c(O)nc(SCC(=O)Nc2ccc3c(c2)CCC3)[nH]c1=O	-1.4	7.5%	7.1	1.6%	-24.6%	-7.5%
